Screens (PubChem)
LMNA splice mod = LMNA splicing modulation | HeLa LMNA splicing GFP/RFP minigene ratio, 48 h | Potency, µM (doses to about 46.1 µM), inactives show at the top dose ratio change, negative = inhibition, most hits filed as inhibitors | 200,000 compounds, 0.01% hits | AID 1487; active = well fitted inhibition curve with a large enough effect in the signal ratio, with a control signal flat, not every such curve was filed as active; inconclusive = small, poorly fitted or top-dose-only effect, or effect the other way, or a change in a side signal; the % refers to the signal ratio; also: potency is read from the fitted curve at half-maximal effect; % is scaled to controls: 0 for no effect and ±100 for the full control effect
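S3 HeLa stable clones carrying a lamin A-EGFP splicing minigene plus DsRed2 were seeded at 600 cells/well in Opti-MEM with 2% FBS, pin-dosed and incubated 48 h at 37°C. Acumen cytometry (488 nm) gave the GFP/RFP total-intensity ratio.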
CBFb-RUNX1 inh = inhibitors of human CBF-beta and RUNX1 interaction; Q01196+Q13951; AlphaScreen CBFb-His/RUNX1-biotin binding, biochemical; Potency, µM (series often up to 59.8 µM), inactives show top-dose activity, negative = inhibition, hits mostly inhibitors; 230,000 tested, under 10 active; AID 1477; also: % of control where 0% means no effect
Target sequence (Q01196 whole entry, looked up): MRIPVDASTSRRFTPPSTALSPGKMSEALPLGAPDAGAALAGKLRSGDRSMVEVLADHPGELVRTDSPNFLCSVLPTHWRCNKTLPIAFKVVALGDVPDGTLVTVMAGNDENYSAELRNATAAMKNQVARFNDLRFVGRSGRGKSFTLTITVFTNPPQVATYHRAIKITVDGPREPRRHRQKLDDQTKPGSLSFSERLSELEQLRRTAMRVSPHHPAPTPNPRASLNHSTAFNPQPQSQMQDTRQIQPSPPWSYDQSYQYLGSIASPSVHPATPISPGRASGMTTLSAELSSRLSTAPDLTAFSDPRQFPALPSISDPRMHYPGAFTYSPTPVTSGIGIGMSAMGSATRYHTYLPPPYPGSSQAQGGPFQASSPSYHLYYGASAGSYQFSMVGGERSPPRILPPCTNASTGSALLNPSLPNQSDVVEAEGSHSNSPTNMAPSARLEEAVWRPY
Target sequence (Q13951 whole entry, looked up): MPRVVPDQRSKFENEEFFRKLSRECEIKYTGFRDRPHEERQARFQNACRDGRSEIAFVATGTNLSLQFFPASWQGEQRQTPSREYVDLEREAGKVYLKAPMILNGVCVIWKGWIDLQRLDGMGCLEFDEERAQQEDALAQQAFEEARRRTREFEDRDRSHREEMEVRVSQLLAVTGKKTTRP
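Proteins preincubated together for 20 min at RT before compound addition; 15 min later, nickel and streptavidin beads were added and left 90 min prior to AlphaScreen measurement.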
GAA glycogen = alters human alpha-glucosidase cleavage of glycogen; P10253; recombinant GAA, glycogen substrate, Amplex Red glucose oxidase fluorescence; Potency, µM (titrated, usually from 76.4 µM), without a hit: at the top dose activity change, negative = inhibition, hits mostly inhibitors; 300,000 compounds, 0.38% hits; AID 2100;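 also: potency is read from the fitted curve at half-maximal effect; 0% = full enzyme reaction and -100% = no-enzyme basal signal; the screen sought inhibitors and activators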
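Recombinant enzyme (4 nM final) with compounds titrated up to 77 uM and bovine liver glycogen (30 ug) in citrate pH 5.0, 0.01% Tween-20, 37 C 40 min. Released glucose detected by Amplex Red/glucose oxidase (Ex 573/Em 610); AC50 from Hill fits.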
GAA inh = inhibitors of human lysosomal alpha-glucosidase; Potency, µM (doses to about 76.9 µM), without a hit: top-dose activity change, negative = inhibition, usual class: inhibitors; AID 1466; 200,000 compounds, 0.005% hits; P10253; purified human GAA, 4-MU-alpha-glucoside fluorescence;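 also: potency is read from the fitted curve at half-maximal effect; plate controls were uninhibited enzyme wells for no effect and no-enzyme background for full effect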
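Read-out is 4-methylumbelliferone fluorescence (Ex 365/Em 440 nm) after NaOH/glycine stop at pH 10. Enzyme 4 nM, substrate 400 uM, pH 5.0 citrate buffer, 20 min room temperature; AC50 from Hill-equation concentration-response.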
HttQ103 aggreg = mutant huntingtin aggregation inhibition | 220,000 compounds, 1.1% hits | PC12 HttQ103-GFP aggregates, Acumen cytometry, 40 h | Potency, µM (doses to about 46.1 µM), for the others: top-dose activity change, negative = inhibition, hits mostly inhibitors | AID 1688; also: potency is read from the fitted curve at half-maximal effect; % is scaled to controls: 0 for no effect and ±100 for the full control effect; nearly all actives have a fitted effect of over 60% in size
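Compounds (qHTS titration) were added to PC12 cells expressing an ecdysone-driven HTT exon 1 Q103–GFP fusion after induction with 100 nM tebufenozide. Aggregate formation was measured as GFP objects in cell lysates.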
aGlu spleen mod = lysosomal alpha-glucosidase (human) modulation; human spleen homogenate, 4-MU-alpha-glucoside fluorescence; 240,000 compounds, 0.006% hits; Potency, µM (series often up to 79.9 µM), for the others: top-dose activity change, negative = inhibition, hits mostly inhibitors; P10253; AID 2112;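 also: potency is read from the fitted curve at half-maximal effect; 0% = enzyme with vehicle and -100% = no enzyme basal signal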
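Human spleen homogenate (1 ug) with 4-methylumbelliferyl-alpha-D-glucopyranoside (1 mM final) in 50 mM citrate/phosphate pH 5.0, 0.01% Tween-20; 40 min at 37 C. Stopped at pH 10; 4-MU fluorescence Ex 365/Em 440 nm; AC50 by Hill fit.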
HTT cytoprotect = protects HTT-Q103 PC12 cells, measured by ATP; 230,000 compounds, 0.14% hits; PC12 HTT-Q103 induced, cytoprotection, ATP luminescence, 40 h; Potency, µM (top dose mostly 56.4 µM), without a hit: cytoprotection (ATP increase), hits mostly activators;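 also: potency is read from the fitted curve at half-maximal effect; % of control where 0% means no effect; nearly all actives have a fitted effect of over 45% in size; toxic huntingtin expression switched on by the ecdysone agonist tebufenozide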
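Quantitative HTS on tebufenozide-induced (100 nM) PC12 cells expressing HTTQ103 exon 1–GFP; compounds tested as a concentration series; survival measured via cellular ATP.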
* hit, by the source's call; ? = inconclusive; / = not tested or not shown; [ ] = dose if it differs, or a comment. Unless noted, calls follow the shape of the dose curve; as a rule, active = well fitted curve in the direction sought with a large enough effect; inconclusive = small, poorly fitted or top-dose-only effect, or another doubt; inactive = no such curve, though single readings can be large; an effect the other way counts as inactive or inconclusive.

SMILES | LMNA splice mod | CBFb-RUNX1 inh | GAA glycogen | GAA inh | HttQ103 aggreg | aGlu spleen mod | HTT cytoprotect
C/C(=N\OC(=O)c1ccc(F)cc1)c1ccc(F)c(F)c1 | / | 8% | 5% | / | 24%[9.22 µM] | -16% | 17%[10 µM]
O=C(/C=C/c1ccco1)NCCCN1CCOCC1 | / | 0% | 25% | 12% | 1%[9.22 µM] | 1% | 16%[10 µM]
Cc1cc(NC(=O)CS(=O)(=O)c2cn(Cc3ccccc3Cl)c3ccccc23)no1 | ? | -6% | -4% | 0% | 0% | -13% | 27%[10 µM]
CCn1cc(CNC(=O)c2cc(COc3ccc(F)cc3F)on2)cn1 | 28%[46 µM] | 4% | -2% | 3% | 8%[9.22 µM] | 11% | -7%[10 µM]
COC(=O)c1cn(CC(=O)N2CCCCCC2)c2ccccc12 | -12% | 9% | 4% | -3% | 6% | -5% | 15%
CC(C)(C)C1=NN=C2c3ccccc3C(=O)C21 (centres undefined) | / | -7% | 11% | -6% | 2%[9.22 µM] | 0% | -1%[10 µM]
CC(=C/c1ccccc1)/C=N/NC(=O)c1cccs1 | / | 4% | -11% | / | -1%[9.22 µM] | 2% | -24%[10 µM]
COC(=O)c1ccccc1NC(=O)Nc1cc(C)cc(C)n1 | 8% | 10% | -2% | 0% | -13% | -3% | 4%
NC(=S)Nc1cccc(-c2n[nH]c(=S)o2)c1 | / | 3% | -7% | / | -9%[9.22 µM] | 0% | -14%[10 µM]
COCc1c(C(=O)N/N=C/c2cccc3ccccc23)nnn1-c1nonc1N | -8%[46 µM] | 7% | 0% | 14% | 9% | 2% | -39%[inhibitor]
Cc1cc(C(F)(F)F)n2nc(-c3cccs3)cc2n1 | / | 13% | 4% | / | -20%[9.22 µM] | 1% | 7%[10 µM]
COc1ccc(OC)c(/C=N/NC(=O)CNC(=O)c2ccc(S(=O)(=O)N3CCCC3)cc2)c1 | 7%[46 µM] | 4% | -26% | -18% | 12% | / | -2%
C=CCN(c1ccccc1C(=O)O)S(=O)(=O)c1ccc(NC(=O)OC)cc1 | / | 4% | 2% | / | -15%[9.22 µM] | 3% | -18%[10 µM]
CCN1C(=O)N(C)[C@@H](c2ccccc2)C(C(C)=O)=C1C | ? | 6%[13.1 µM] | / | / | / | -9%[17.4 µM] | 29%[10 µM]
C=CCNc1nc(-c2ccc(Cl)cc2)cs1 | -19% | -3% | -11% | 4% | -1% | -7% | -24%
CCn1c(C)nc2cc(C(=O)N/N=C/c3cccc(O)c3O)ccc21 | / | ? | ? | / | -20%[9.22 µM] | -2% | -31%[10 µM]
O=S(=O)(NC1=NCCC1)c1cccs1 | -8% | 3% | -2% | -1% | 23% | -3% | -3%[10 µM]
CC1(OC(=O)c2ccc(Cl)nc2)C(=O)C=c2cc(-c3ccsc3)ncc2=C1OC(=O)C1CCCC1 (centres undefined) | 5%[9.22 µM] | 11%[13.1 µM] | / | / | / | 10%[17.4 µM] | -43%[inhibitor][10 µM]
O=C1N/C(=N\N=C\c2ccco2)SC1Cc1ccccc1[N+](=O)[O-] (centres undefined) | / | 4% | -2% | / | 3%[9.22 µM] | 4% | -16%[10 µM]
Nn1c(SCc2nc3ccccc3[nH]2)nnc1C1CCCCC1 | 1% | 2% | -10% | 1% | 1% | -1% | 3%
COC(=O)c1cc(Br)c(=O)n(-c2cc(C)on2)c1 | -10% | 8% | 3% | 0% | -5% | 0% | -10%
CCOC(=O)N1CCN(C(=O)c2cn(CC)c3cc(N4CCN(C)CC4)c(F)cc3c2=O)CC1 | -11% | 1% | 2% | -24% | 0% | 1% | -13%[10 µM]
COCC1CCCN(Cc2cn(-c3ccccc3)nc2-c2ccc3c(c2)OCO3)C1 (centres undefined) | / | -20% | -8% | -11% | -13%[9.22 µM] | 1% | -43%[10 µM]
O=C1CNC(=S)N1CCOc1ccccc1 | / | -3% | -1% | 5% | 35%[9.22 µM] | -6% | 36%[10 µM]
O=Cc1c(SCCO)nc2ccccn2c1=O | / | 4% | 5% | / | -3%[9.22 µM] | -6% | -3%[10 µM]

One compound at a time, from the list above.
Listed for CCOC(=O)N1CCN(C(=O)c2cn(CC)c3cc(N4CCN(C)CC4)c(F)cc3c2=O)CC1 → LMNA splice mod: -11%; CBFb-RUNX1 inh: 1%; GAA glycogen: 2%; GAA inh: -24%; HttQ103 aggreg: 0%; aGlu spleen mod: 1%; HTT cytoprotect: -13%[10 µM]
Listed for C=CCN(c1ccccc1C(=O)O)S(=O)(=O)c1ccc(NC(=O)OC)cc1 → LMNA splice mod: /; CBFb-RUNX1 inh: 4%; GAA glycogen: 2%; GAA inh: /; HttQ103 aggreg: -15%[9.22 µM]; aGlu spleen mod: 3%; HTT cytoprotect: -18%[10 µM]

The listing picks up, repeating the 2 entries before the break.
SMILES | LMNA splice mod | CBFb-RUNX1 inh | GAA glycogen | GAA inh | HttQ103 aggreg | aGlu spleen mod | HTT cytoprotect
O=C1CNC(=S)N1CCOc1ccccc1 | / | -3% | -1% | 5% | 35%[9.22 µM] | -6% | 36%[10 µM]
O=Cc1c(SCCO)nc2ccccn2c1=O | / | 4% | 5% | / | -3%[9.22 µM] | -6% | -3%[10 µM]
COc1cccc(/C=N/Nc2ncnc3c2ncn3Cc2ccccc2)c1O | ? | / | -3% | -3% | ? | -1% | /
COC(=O)c1cccc(C(=O)Nc2ccc(C)cc2Br)n1 | 15% | 10% | -11% | -12% | -3% | 1% | 0%
COC(=O)[C@@H](NC(=O)CCc1nnc(-c2ccsc2)o1)C(C)C | ? | 3% | -4% | -9% | -19%[9.22 µM] | -6% | 7%[10 µM]
COc1ccc(CCNC(=O)Nc2cccc([N+](=O)[O-])c2)cc1OC | / | -6% | 12% | 6% | 9%[9.22 µM] | -3% | -16%
COc1ccc(C)cc1NC(=S)NC(C)c1ccc(OC)c(OC)c1 (centres undefined) | / | -1% | ? | 2% | -12% | 1% | 5%
Cc1ccc(C)c(S(=O)(=O)N2CCCOC2CNC(=O)C(=O)NCCCn2ccnc2)c1 (centres undefined) | -12% | -22% | 4% | 3% | 4% | 7% | 30%[10 µM]
COc1ccc(NC(=O)C(C)Sc2ccccc2)cc1 (centres undefined) | 4% | 0% | 1% | -3% | -2% | -1% | -1%[10 µM]
Cc1nnc2sc(SCC(=O)Nc3ccc(Br)cc3)nn2c1=O | / | -17% | -4% | -7% | 7% | -4% | 6%
COc1ccccc1OCCNC(=O)Nc1ccc(Br)cc1 | 31%[46 µM] | 0% | -7% | 8% | -17% | -18% | -19%
O=C(COc1ccc(Cl)cc1Cl)N(Cc1ccco1)C1CCS(=O)(=O)C1 (centres undefined) | 3% | 16% | 10% | -1% | -4% | 2% | 2%
Cc1cc(/C=C2\SC(=S)N(Cc3ccco3)C2=O)c(C)n1-c1ccccc1 | ? | 1% | 4% | -2% | 12% | 1% | /
COCCN(Cc1cc2cc(C)cc(C)c2nc1Cl)C(=O)Nc1ccccc1 | ? | 14% | -5% | -3% | 9% | 0% | -51%[inhibitor][10 µM]
OCCNc1nc2ccccc2n1-c1ncnc2sc3c(c12)CCC3 | ? | -7% | 2% | -5% | ? | -6% | -4%
S=c1nccc(-c2ccc(Cl)cc2)[nH]1 | 3%[46 µM] | 13% | -22% | -1% | -4%[9.22 µM] | 13% | 2%[10 µM]
CCOc1ccc(NS(=O)(=O)c2ccc(OC)c(C)c2)cc1 | -2% | 1% | -5% | 0% | -36% | 0% | -11%
Cc1ccc(-n2c(SCC(=O)NCc3ccc4c(c3)OCO4)nnc2-c2cccnc2)c(C)c1 | 8% | 1% | 8% | -14% | -1% | -7% | -24%
CCOC(=O)COc1c(Br)cc(/C=C2\SC(=O)N(CC(=O)N3CCCC3)C2=O)cc1OC | -11% | 0% | -9% | ? | 6% | 4% | -22%[10 µM]
COc1cc(NS(=O)(=O)c2ccc(NC(=O)/C=C/c3ccc([N+](=O)[O-])cc3)cc2)ncn1 | / | 4% | 10% | -4% | -27% | 7% | /
Cc1ccc2nc(C(F)(F)F)c(C#N)c(N)c2c1 | ? | 7% | 2% | -8% | ? | -6% | 26%
CCn1c(CNC(=O)c2cccc(C)c2)nc2ccccc21 | -3% | 8% | 0% | -2% | ? | -5% | 4%
NC(Cc1c[nH]c2ccccc12)C(=O)NCC(=O)O (centres undefined) | / | 15%[21.7 µM] | / | / | / | 18% | -14%[1.9 µM]
Cc1nn2c(-c3ccccc3)ccnc2c1-c1ccccc1 | -15% | 2% | 1% | -6% | -32% | -2% | -46%[inhibitor]
CCc1cccc(NC(=O)CN(C)S(=O)(=O)c2cnc[nH]2)c1 | 11% | -1% | 11% | 0% | -5% | 4% | -20%
CCCSc1nc(N)c(C#N)c(-c2ccc(C)cc2)c1C#N | 11% | -2% | 1% | -6% | ? | -5% | -28%[10 µM]
COC(=O)C12CCC(C)(c3nc4ccccc4nc31)C2(C)C (centres undefined) | / | -6% | -7% | ? | -22%[9.22 µM] | -4% | -15%
CCN1CCN(C(=O)C2(NC(=O)Nc3ccccc3Cl)CCCCC2)CC1 | -12% | 8% | 7% | 7% | -11% | -11% | -6%[10 µM]
O=C(NCc1ccc(Cl)cc1)C(=O)N/N=C/c1ccc(Br)cc1 | / | 9% | 13% | 5% | 12% | -15% | /
CCN(C(=O)COC(=O)c1cc([N+](=O)[O-])ccc1N1CCCCC1)C1CCS(=O)(=O)C1 (centres undefined) | / | -21% | 7% | -13% | -5% | -23% | -19%
CCOc1ccc2nc(NC(=O)CSc3nc(SC)ns3)sc2c1 | 14% | -4% | 7% | -17% | 9% | -6% | -1%

Six of the entries above in order of their number in aGlu spleen mod, high to low.
compound,aGlu spleen mod
COC(=O)c1cccc(C(=O)Nc2ccc(C)cc2Br)n1,1%
COc1ccc(CCNC(=O)Nc2cccc([N+](=O)[O-])c2)cc1OC,-3%
CCn1c(CNC(=O)c2cccc(C)c2)nc2ccccc21,-5%
Cc1ccc2nc(C(F)(F)F)c(C#N)c(N)c2c1,-6%
Cc1ccc(-n2c(SCC(=O)NCc3ccc4c(c3)OCO4)nnc2-c2cccnc2)c(C)c1,-7%
CCN1CCN(C(=O)C2(NC(=O)Nc3ccccc3Cl)CCCCC2)CC1,-11%
